Rab9 prom act = activates the Rab9 promoter; 320,000 tested, 2.8% active; AID 485297; Potency, µM (doses to about 9.22 µM), for inactives: top-dose activation, negative = inhibition, actives largely listed as activators; Huh7 Rab9 promoter-luciferase reporter, luminescence, 24 h; also: % of control where 0% means no effect; nearly all actives have a fitted effect of over 60% in size
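Huh7 cells stably carrying a Rab9 promoter-luciferase reporter, 1500 cells per well in OP-MEM I with 10% FBS, treated with compound 24 hours at 37C. Luciferase activity read by luminescence after 10 minutes with Amplite reagent.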
ELG1 genotox = inducers of genotoxicity in HEK293T ELG1-luciferase cells | AID 504466 | Potency, µM (highest dose often 46 µM), for inactives: at the top dose activity change, positive = activation, hits mostly activators | HEK293T ELG1-luciferase reporter, luminescence, 16 h | 330,000 tested, 1.3% active; also: % of control where 0% means no effect; nearly all actives have a fitted effect of over 60% in size
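HEK293T cells expressing luciferase-tagged ELG1 were exposed to compound or DMSO vehicle for 16 hr at 37 °C and 5% CO2. Luciferase activity was then measured with ONE-Glo after 30 min at room temperature.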
RORg inh = inhibitors of mouse ROR gamma transcriptional activity | Drosophila S2 Gal4-RORgamma UAS-luciferase reporter, 20 h | 310,000 tested, 5.4% active | Potency, µM (titrated, usually from 53.6 µM), inactives show top-dose activity change, negative = inhibition, hits mostly inhibitors; also: % is scaled to controls: 0 for no effect and ±100 for the full control effect; nearly all actives have a fitted effect of over 60% in size
Target sequence (P51450 whole entry, looked up, the tested form may be a part): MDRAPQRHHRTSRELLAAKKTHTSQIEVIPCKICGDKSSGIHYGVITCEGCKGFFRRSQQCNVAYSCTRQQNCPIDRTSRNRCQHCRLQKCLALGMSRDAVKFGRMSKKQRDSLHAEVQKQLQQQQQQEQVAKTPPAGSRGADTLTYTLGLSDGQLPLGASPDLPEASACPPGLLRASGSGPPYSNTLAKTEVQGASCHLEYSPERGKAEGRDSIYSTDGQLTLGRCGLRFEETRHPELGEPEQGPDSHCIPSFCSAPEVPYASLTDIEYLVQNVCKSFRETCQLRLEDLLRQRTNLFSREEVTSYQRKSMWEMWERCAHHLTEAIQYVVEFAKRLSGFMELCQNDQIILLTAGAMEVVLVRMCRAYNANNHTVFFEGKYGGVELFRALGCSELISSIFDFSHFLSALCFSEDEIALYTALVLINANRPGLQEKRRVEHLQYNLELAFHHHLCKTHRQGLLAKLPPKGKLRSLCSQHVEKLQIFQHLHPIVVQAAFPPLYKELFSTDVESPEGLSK
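In this cell-based reporter format, copper sulfate (700 uM final) drives Gal4–ROR gamma fusion expression from a metallothionein promoter in Drosophila Schneider cells; compounds preincubated 1 hr, reporter read after 20 hr at ambient temperature.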
MBNL1 CUG block = blocks human MBNL1 binding to CUG repeat RNA | TR-FRET MBNL1-His/biotin-(CUG)12 binding, 665/545 ratio | Potency, µM (series often up to 57.5 µM), for the others: top-dose activity change, negative = inhibition, actives largely listed as inhibitors | 280,000 tested, 0.036% active; active = well fitted inhibition curve with a large enough effect in the signal ratio, with a control signal flat, not every such curve was filed as active; inconclusive = small, poorly fitted or top-dose-only effect, or effect the other way, or a change in a side signal; inactive = no such curve, though single readings can be large or run the other way; the % refers to the signal ratio; also: % is scaled to controls: 0 for no effect and ±100 for the full control effect
Target sequence (Q9NR56 whole entry, looked up): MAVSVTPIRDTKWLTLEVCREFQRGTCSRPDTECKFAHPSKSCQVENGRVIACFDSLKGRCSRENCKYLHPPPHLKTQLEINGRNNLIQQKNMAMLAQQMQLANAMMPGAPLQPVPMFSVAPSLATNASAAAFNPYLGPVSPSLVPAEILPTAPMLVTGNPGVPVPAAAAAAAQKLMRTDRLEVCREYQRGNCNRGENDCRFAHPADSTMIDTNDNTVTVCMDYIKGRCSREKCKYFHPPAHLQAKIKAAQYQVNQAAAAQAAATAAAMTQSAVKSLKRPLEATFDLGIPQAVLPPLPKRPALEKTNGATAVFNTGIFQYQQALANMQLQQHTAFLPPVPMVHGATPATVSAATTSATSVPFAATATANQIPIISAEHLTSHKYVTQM
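TR-FRET readout: Ex 340 nm, 665/545 nm emission ratio, normalized to buffer-only (basal) and MBNL1-(CUG)12 controls. Complex of MBNL1-His with Biotin-(CUG)12, compounds 92 nM–58 uM, incubated 60 min at room temperature.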
p53 reactivation = re-activators of mutant p53; Potency, µM (highest dose often 92.2 µM), for the others: at the highest dose activity change, positive = activation, actives largely listed as activators; H1299 p53-A138V BP100-luciferase reporter, luminescence, 24 h; 320,000 tested, 0.063% active; AID 504706; also: % of control where 0% means no effect; nearly all actives have a fitted effect of over 45% in size
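H1299 (p53-null), stable ts p53-A138V + BP100-Luc; 1000 cells/well, Opti-MEM/10% FBS; cpd 4 pt, 1:5; 24 h, 37 deg C, 5% CO2; detection reagent 10 min RT; luminescence.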
FLuc counter = firefly luciferase modulation, counter-screen for miR-21 project | P08659 | purified FLuc, Km substrates, luminescence inhibition | 360,000 tested, 6.9% active | Potency, µM (top dose mostly 57.5 µM), for the others: top-dose activity change, negative = inhibition, actives largely listed as inhibitors;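 also: plate controls were vehicle for no effect and reference inhibitor for full effect; nearly all actives have a fitted effect of over 55% in size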
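Purified P. pyralis luciferase, 10 nM final, with Km-level 10 uM D-luciferin and 10 uM ATP in 50 mM Tris acetate pH 7.5, 10 mM Mg acetate, 0.01% Tween-20, 0.05% BSA; 6-point qHTS titration about 60 µM downward; luminescence read.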
NPC1 prom act = activators of NPC1 promoter. Huh7 NPC1 promoter luciferase reporter, 24 h. 320,000 tested, 2.4% active. AID 485313. Potency, µM (highest dose often 9.22 µM), inactives show at the top dose activation, actives largely listed as activators;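 also: % of control where 0% means no effect; nearly all actives have a fitted effect of over 60% in size; reporter is driven by a mutant NPC1 promoter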
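Luminescence read-out of NPC1 promoter-driven luciferase in stably transfected Huh7 cells; compounds delivered in DMSO and left 24 h at 37C, 5% CO2, qHTS titration format.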
MLL CXXC-DNA inh = inhibitors of human MLL CXXC domain-DNA interaction; MLL-CXXC / FITC-HOXA9 DNA fluorescence polarization; Potency, µM (series often up to 115 µM), for inactives: at the top dose activity change, negative = inhibition, usual class: inhibitors; 290,000 tested, 0.037% active; AID 2662; active = well fitted inhibition curve with a large enough effect in the polarisation, with a control signal flat, not every such curve was filed as active; inconclusive = small, poorly fitted or top-dose-only effect, or effect the other way, or a change in a side signal; inactive = no such curve, though single readings can be large or run the other way; the % refers to the polarisation
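Fluorescence polarization: 7 uM MLL-CXXC (stock) preincubated 5 min with compounds, then 50 nM fluorescein-HOX-A9 DNA (stock) added; 30 min ambient. Buffer 50 mM Tris-HCl pH 7.5, 50 mM NaCl, 1 mM DTT, 0.05% BSA.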
VP16 counter = Gal4-VP16 reporter inhibition counter-screen; Drosophila S2 Gal4-VP16 UAS-luciferase, luminescence, 20 h; Potency, µM (series often up to 53.6 µM), without a hit: top-dose activity, negative = inhibition, most hits filed as inhibitors; 310,000 tested, 3.5% active;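 also: Gal4-VP16 expression switched on by copper sulfate through the metallothionein promoter; % is scaled to controls: 0 for no effect and ±100 for the full control effect; nearly all actives have a fitted effect of over 50% in size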
BRCA1 expr up = activators of BRCA1 expression | MCF7-BRCA1-FFLuc reporter, luminescence, 48 h; response scale: scaled: vehicle 0%, 10 µM genistein 100% | Potency, µM (highest dose often 46.1 µM), inactives show at the top dose activation, most hits filed as activators | 380,000 tested, 1.1% active; also: nearly all actives have a fitted effect of over 80% in size; some results filed as inactive show a strong effect at the top dose
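Using MCF7 cells harboring a BRCA1 firefly luciferase reporter, plated 2 h before compound pinning, the screen measured luminescence after 48 h incubation. Responses were normalized to DMSO and 10 microM genistein, then fitted for concentration-effect.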
uPA surface inh = blocks generation of uPA at the cell surface | Potency, µM (highest dose often 38.3 µM), inactives show at the top dose activity change, negative = inhibition, actives largely listed as inhibitors | 330,000 tested, 0.31% active | cell surface uPA generation assay, qHTS; active = well fitted inhibition curve with a large enough effect; inconclusive = small, poorly fitted or top-dose-only effect; inactive = no such curve, though single readings can be large or run the other way; tested in mouse RAW 264.7 cells; also: % is scaled to controls: 0 for no effect and ±100 for the full control effect; nearly all actives have a fitted effect of over 55% in size
An asterisk follows results filed as active; ? = inconclusive; . = no result given; [ ] = remark or other dose. Unless noted, calls follow the shape of the dose curve; as a rule, active = well fitted curve in the direction sought with a large enough effect; inconclusive = small, poorly fitted or top-dose-only effect, or another doubt; inactive = no such curve, though single readings can be large; an effect the other way counts as inactive or inconclusive. Potency is read from the fitted curve at half-maximal effect. Only part of the results is shown; count on the stated rates, not on these rows.

molecule	Rab9 prom act	ELG1 genotox	RORg inh	MBNL1 CUG block	p53 reactivation	FLuc counter	NPC1 prom act	MLL CXXC-DNA inh	VP16 counter	BRCA1 expr up	uPA surface inh
CC(=O)c1cccc(S(=O)(=O)NCC(c2ccco2)N2CCCCC2)c1 (stereo not drawn)	-1%	-6%	?	0%	-3%	-1%	-2%	2%	-4%	10%	-2%
O=C(Nc1cccnc1Cl)c1ccc(Cl)c([N+](=O)[O-])c1	0%	1%	1%	?	-11%	-9%	0%	4%	-7%	6%	-2%
C=C(C)C(=O)Nc1cccnc1Oc1ccc(F)cc1	-8%	-1%	-2%	-4%	-2%	2%	-6%	2%	2%	-2%	-11%
Cc1ccc(CN2CCc3c(OCC(=O)Nc4cccc(C)c4C)cccc3C2=O)cc1	-4%	1%	?	.	-2%	-6%	3%	-1%	-14%	.	.
O=C(NCc1ccccc1)C1CCCN(C(=O)Nc2ccccc2)C1 (stereo not drawn)	22%	?	21%	7%	27%	-20%	13%	3%	9%	70%	-5%
O=C(Nc1cccc2ncccc12)c1ccc(-c2ccc(Br)cc2)o1	6%	-6%	30%	37%[activator]	18%	11µM*	25%	2%	-1%	-66%[inhibitor]	.
O=C(CCC1N=C2c3ccccc3N=C(SCc3ccc(F)cc3)N2C1=O)NCc1ccco1 (stereo not drawn)	-1%	-3%	26%	8%	6%	3%	-3%	6%	18%	-28%	1%
Cc1nc(SCC(=O)N2CC(=O)Nc3ccccc32)c2c(C)c(C)sc2n1	15%	-7%	-1%	80%[activator]	-21%	2%	1%	?	-28%	-4%	-18%
N#Cc1c(-c2ccco2)cc(-c2cccnc2)nc1N	6%	-2%	?	?	-9%	-4%	-3%	8%	-5%	-58%	-8%
CCCc1nc2c(sc3nc4c(cc32)COC(C)(C)C4)c(=O)n1CCN(C)C	0%	-8%	8%	.	2%	0%	-3%	-2%	4%	8%	-1%
O=C(Nc1cccc(NC(=O)c2ccccc2[N+](=O)[O-])c1)c1ccccc1Cl	4%	3%	37%	?	.	?	-6%	10%	0%	-18%	?
Cc1ccc(S(=O)(=O)N2CCC(NC(=O)OC(C)C)CC2)cc1	2%	-1%	10%	-4%	2%	0%	2%	1%	-18%	-25%	7%
COc1ccc(NC(=O)CSc2nncn2C)c([N+](=O)[O-])c1	-2%	3%	-6%	?	6%	-1%	1%	3%	-3%	12%	.
Cc1ccsc1C(=O)NNC(=S)NC1CCCCC1	?	6%	-39%	-1%	4%	-9%	?	4%	11µM*	40%	-2%
Cc1ccc(NC(=O)C2CCCN2C(=O)OCc2ccccc2)cc1F (stereo not drawn)	1%	0%	18%	-1%	-1%	1%	2%	15%	-13%	0%	-4%
CCO/C=C1/C(=O)N(c2ccc(OC)cc2)C(=O)c2ccccc21	-3%	-1%	16%	8%	-3%	-6%	-2%	13%	-10%	-3%	-8%
O=C(NNc1ncc(C(F)(F)F)cc1Cl)c1ccc(Cl)c(Cl)c1	-1%	-8%	11µM*	0%	-5%	4%	-1%	-6%	?	-13%	2%
COc1cccc(C2CCCCN2Cc2nc(-c3ccc(C)o3)oc2C)c1 (stereo not drawn)	?	10%	-18%	7%	3%	?	23%	4%	-16%	1%	-1%
CCOC(=O)C1=C(O)C(=O)N(c2ccc(S(N)(=O)=O)cc2)C1c1ccc(OC)cc1OC (stereo not drawn)	-1%	0%	-17%	19%	-1%	2%	-28%	-8%	-5%	14%	0%
CCc1c(C(C)O)oc2ccc3c(C)cc(=O)oc3c12 (stereo not drawn)	-4%	0%	-15%	-5%	1%	-3%	-7%	-3%	-6%	.	.
Cc1cc(C)cc(-n2c(=O)c3ccccc3n(CC(=O)NCC3CCCO3)c2=O)c1 (stereo not drawn)	0%	2%	-15%	6%	2%	-1%	-5%	-7%	-13%	-8%	2%
O=C1c2ccccc2C(=O)C12OC2c1ccc(Cl)cc1Cl (stereo not drawn)	-9%	-10%	10µM*	5%	-24%	1%	-8%	16%	?	-6%	-1%
O=[N+]([O-])c1ccccc1N(CC1CO1)S(=O)(=O)c1ccccc1 (stereo not drawn)	-3%	5%	?	11%	17%	2%	-5%	14%	24%	-11%	-4%
CCC(CC)C(=O)c1c[nH]c(C(=O)N2CCN(c3ccccc3F)CC2)c1	-6%	-2%	8%	1%	-2%	-1%	-2%	-6%	-1%	-3%	-3%
Cc1c(C(=O)O)sc(S(=O)(=O)N2CCN(C(=O)Cc3ccccc3Cl)CC2)c1C(=O)O	2%	-1%	.	.	-6%	.	0%	.	.	26%	1%
CN(C)c1ccc(-n2cc3c(=O)n(C)c(=O)n(C)c3c2)cc1	?	?	?	-3%	23%	17µM*	?	7%	23%	65%	-10%
CC(=O)Nc1ccc(Br)c(Cl)c1	-2%	-4%	3%	.	-4%	6%	1%	-4%	4%	-10%	-2%
Cc1ccccc1NC(=O)C(C)OC(=O)c1ccccc1C(=O)N(C)c1ccccc1 (stereo not drawn)	-5%	5%	.	.	-5%	1%	-3%	.	.	15%	1%
COc1ccc(NC(=S)/N=C(\N)Nc2nc(C)c3ccccc3n2)cc1	-6%	-10%	1µM*	-7%	6%	9.5µM*	2%	12%	4.5µM*	-73%	-4%
O=C1CC(c2ccc(F)cc2)Cc2nc(NCC3CCCO3)ncc21 (stereo not drawn)	6%	-2%	?	-3%	-27%	10%	-1%	-5%	10%	-31%	.
COCCNC(=O)C1=C(N)C(C(=O)Nc2ccc(C)c(S(=O)(=O)N3CCCCC3)c2)SC1=Nc1ccc(C)cc1C (stereo not drawn)	1%	-9%	-11%	-10%	2%	0%	-6%	-6%	-13%	-62%	-15%
Cc1ccn2c(c1)nc(=S)n2C(=O)c1ccco1	1.6µM*	?	-6%	9%[11.5 µM]	?	1.5µM*	4µM*	-1%	-2%	.	.
CC(=O)N1CCN=C1SCc1cccc(C(F)(F)F)c1	6%	1%	8%	-7%	-3%	1%	-2%	0%	2%	-14%	-7%
CCOC(=O)N1CCN(C(=O)/C=C/c2ccc([N+](=O)[O-])cc2)CC1	-2%	1%	3%	?	10%	-10%	-1%	-5%	3%	-9%	-10%
O=C(COc1ccc(/C=N/NC(=O)c2ccccc2O)cc1)Nc1ccccc1	-5%	4%	?	-4%	4%	?	0%	-5%	?	0%	1%
COc1ccc(-c2noc(N3CCC(C(=O)Nc4ccccc4Cl)CC3)n2)cc1	4%	-18%	?	1%	3%	4%	-7%	.	?	-3%	17%
O=S(=O)(c1ccc(S(=O)(=O)N2CCCN(Cc3ccccc3)C2)cc1)N1CCCCCC1	0%	1%	-17%	-5%	0%	1%	12%	7%	0%	-34%	-1%
CN(CC(=O)Nc1ccc(Br)cc1)Cc1ccccc1	0%	6%	39%	2%	18%	?	-4%	-2%	1%	63%	8%
CC(C)C[C@H](NC(=O)c1[nH]cnc1C(=O)Nc1ccc(CNC(=O)OC(C)(C)C)cc1)C(=O)OCc1ccccc1	-2%	-12%	5.6µM*	-11%	-7%	0%	2%	-1%	?	-50%	-3%
CCOC(=O)N1CCC(NC(=O)c2ccc3c(c2)sc2nc(-c4ccc(OC)cc4)cn23)CC1	-1%	5%	1%	0%	?	?	2%	-3%	5%	.	.
COc1ccc(CCN(Cc2ccccn2)C(=S)Nc2cccc(SC)c2)cc1OC	-10%	-6%	10µM*	-2%	-2%	1%	-5%	3%	-2%[10 µM]	-1%	0%
O=C(Nc1nnc(-c2cccnc2)o1)c1cccc(Cl)c1	-3%	-8%	0.5µM*	0%	4%	?	-3%	-4%	0.71µM*	-22%	-7%
